High-throughput results: PubChem BioAssay, several laboratories
PLAP inhibition – inhibition of human placental alkaline phosphatase – biochemical, luminescence, HTS (AID 690). purified PLAP, luminescent substrate; higher % means a stronger effect. inhibition, % at 20 µM; hits with a dose series show IC50 in µM. 96,000 compounds, 0.08% hits; in the data active means a potency from the dose series; inactive means the rest, 99 in 100 with inhibition below about 30%; further: strong numbers were not always called active
MRP resist rev – MRP-mediated drug resistance reversal; H69AR cells + 2 uM doxorubicin, CellTiter-Glo, 72 h; differential viability (reversal), % at 10 µM; 85,000 compounds, 0.04% hits; AID 602;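 active means viability drop by adding the cancer drug above about 55%, with treated viability meeting a 40% cutoff, limit read from the data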;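 further: viability without doxorubicin minus viability with 2 µM doxorubicin for each compound; larger differential means the compound sensitizes cells more to doxorubicin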
Bcl-B TR3 displacers – displacers of TR3 peptide from Bcl-B, primary screen, selectivity assay for Bfl-1 inhibitor project, biochemical, fluorescence polarization; FP displacement of FITC-TR3 peptide from Bcl-B; higher % means a stronger effect; displacement, % at 20 µM; hits with a dose series show IC50 in µM; 96,000 compounds, 0.11% hits; AID 748;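 active means displacement above 50% at 20 µM plus a fluorescence interference ratio under 1.5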;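 further: plate controls were wells without compound for no effect and wells lacking Bcl-B protein for full effect; a part of the inactive calls stands beside numbers as strong as those of hits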
IL1B NFkB inh – blocks IL-1B driven NFkB nuclear translocation in HUVEC cells | 94,000 compounds, 0.43% hits | inhibition, % at 2 µM | HUVEC IL-1B NFkB p65 nuclear translocation imaging | AID 796;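 active means inhibition above about 30% together with a positive call from visual inspection of the well image, limit read from the data; inconclusive means inhibition above a set limit but visual check negative; inactive means inhibition not above a set limit, visual check negative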;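 further: nuclear over cytoplasmic p65 intensity ratio measured by imaging; 0% = IL-1B stimulated DMSO wells and 100% = unstimulated DMSO wells; values of inactives mirror those of a sister screen read the other way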
IL1B NFkB pot – enhances IL-1B driven NFkB nuclear translocation; HUVEC IL-1B NFkB p65 nuclear translocation imaging; activation, % at 2 µM; 94,000 compounds, 0.3% hits; AID 819;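 active means activation above 40%, about the mean plus 3 SD, also judged a hit on visual image review; inconclusive means activation above 40% but not a hit on visual review; inactive means activation not above 40% and no visual hit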;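 further: percent activation is computed from the nuclear over cytoplasmic p65 intensity ratio; values of inactives mirror those of a sister screen read the other way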
MRP resist rev cytotoxicity – further read-out of MRP resist rev, marked with its call; viability, %; H69AR cells, CellTiter-Glo, 72 h; measured here: cytotoxicity without doxorubicin
MRP resist rev with doxorubicin – recorded beside MRP resist rev, whose call it bears; viability, %; measured here: viability with 2 uM doxorubicin; active compounds read low
IL1B NFkB inh cell count 2 µM – also measured in IL1B NFkB inh; calls as there; cell count; measured here: cells passing quality filter;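 raw number of nuclei counted in each imaged well without normalization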
IL1B NFkB pot cell count 2 µM – recorded beside IL1B NFkB pot, whose call it bears; cell count; measured here: cells passing quality filter
* hit, by the source's call; ? = inconclusive; . = not tested or not shown. A portion of the library. The share of hits here may be higher or lower than overall.

SMILES	PLAP inhibition	MRP resist rev	MRP resist rev cytotoxicity	MRP resist rev with doxorubicin	Bcl-B TR3 displacers	IL1B NFkB inh	IL1B NFkB inh cell count 2 µM	IL1B NFkB pot	IL1B NFkB pot cell count 2 µM
CCCN(CC#CCOc1ccc(OC)cc1)CCC	2%	3	94	91	-15%	14	167	-14	167
COC(=O)C(O)(c1ccc(N(C)C(=O)OC(C)C)cc1)C(F)(F)F (configuration not stated)	2%	10	104	94	5%	-6	111	6	111
CC(=O)Nc1ccccc1OP1(=O)COc2ccccc2OC1	-2%	-9	68	78	-6%	-18	130	17	130
CS(=O)(=O)N1CCCC(C(=O)N2CCC3(CC2)OCCO3)C1 (configuration not stated)	-12%	-2	91	93	5%	-12	122	12	122
CC(C)Oc1ccc(Cc2c(O)[nH]c(=O)[nH]c2=O)cc1	-3%	-17	93	110	-1%	-26	170	26	170
O=C1CC(c2ccccc2)CC(O)=C1C=NCCN1CCN(C(=O)Cc2ccccc2)CC1 (configuration not stated)	-74%	-8	100	107	9%	-16	184	16	184
COC(=O)c1ccc(COc2cc(C)cc3oc(=O)c4c(c23)CCCC4)o1	-51%	-3	70	73	16%	-5	87	5	87
Cc1ccc(N(C)C(=O)Oc2ccc(C(=O)c3ccc(Cl)cc3)cc2)cc1	-16%	.	.	.	2%	-4	128	4	128
CCCC(C)n1[nH]c(=O)c2c1NC(=O)CSC2c1ccc(OC)cc1 (configuration not stated)	17%	-3	81	84	-3%	6	177	-6	177
COc1cc(/C=N/NP(=S)(c2ccccc2)c2ccccc2)ccc1O	14%	13	98	86	-5%	-25	62	25	62
CN1CCC(N2CC3CC(C2)c2cccc(=O)n2C3)CC1 (configuration not stated)	-39%	11	105	94	42%	.	.	.	.
CCC(=NCCCN(CC)CC)c1c(O)n(-c2ccccc2)c(=O)[nH]c1=O	-32%	15	96	81	2%	-13	56	13	56
COC(=O)c1cc2c(s1)=NC=NP=2(N1CCOCC1)N1CCOCC1	8%	4	92	89	-6%	4	204	-4	204
CCOC(C(=O)OCCCN(CC)CC)(c1ccccc1)c1ccccc1	-31%	22	92	70	10%	1	183	-1	183
CN(C)P1(N(C)C)=Nc2c(c(N)nn2C)C(c2ccccc2)=N1	10%	-8	83	90	1%	-3	124	3	124
Cc1cc(C=O)c(C)n1CC1CCCO1 (configuration not stated)	21%	-9	83	91	0%	-2	194	2	194
Cc1cc(S(=O)(=O)NCc2ccccc2)ccc1OCC(=O)N1CCN(C)CC1	-11%	.	.	.	2%	-16	155	16	155
C=CCn1c(O)c(C(CC)=NC2CC2)c(=O)[nH]c1=O	0%	-5	86	91	-12%	-2	162	2	162
Cc1cc2c(C(F)(F)F)cc(=O)oc2c2c1NCCC2	20%	1	86	85	75%	-25	69	25	69
CC(=O)c1ccc2c(c1)C1C(Cl)C(Sc3ccccc3[N+](=O)[O-])CC1C(c1ccccc1[N+](=O)[O-])N2 (configuration not stated)	.	-5	70	75	.	-58	127	?	.
CCC1CCCCN1P(=O)(c1ccc(C)o1)C(C)(C)C (configuration not stated)	-38%	7	106	99	0%	-16	120	16	120
Cc1nnc2ccc(N3CCN(C)CC3)nn12	-1%	2	92	90	-5%	-1	141	1	141
CCC1(c2ccccc2)C(=O)N(COC)C(=O)N(COC)C1=O	-13%	-1	88	89	-3%	-16	190	16	190
Cc1nc2cc(-c3cccc(F)c3)nn2c(C)c1CCC(=O)N1CCC2(CC1)OCCO2	-49%	.	.	.	3%	1	137	-1	137
CCCC1COC(Cn2cncn2)(c2ccc(Cl)cc2Cl)O1 (configuration not stated)	-34%	7	87	80	-1%	-4	163	4	163
O=C(Cn1cc(C(=O)c2ccccc2)c2ccccc21)NCc1ccco1	6%	.	.	.	9%	93*	13*	-93	13
CN1CCN(c2ccccc2N)CC1	-4%	-9	98	107	2%	-4	70	5	70
CCOC(=O)CC1=C(C(=O)OCC)C2(C(=O)N1)C(C(=O)OC)=C(N)Oc1ccccc12 (configuration not stated)	-17%	39	88	49	-6%	2	71	-1	71
CCN1CCN(C(=O)COc2ccc3c(c2)C(=O)CC2(CCN(C(C)=O)CC2)O3)CC1	-166%	5	99	94	-1%	-2	71	2	71
CCC(=NCc1ccc2c(c1)OCO2)c1c(O)n(C)c(=O)n(C)c1=O	-26%	-12	88	100	4%	-6	109	6	109
Cc1cc(C)c(NC2=NCCCS2)c(C)c1	.	-9	86	94	.	20	150	-20	150
CC1SC2(CN3CCC2CC3)NC1=O (configuration not stated)	4%	.	.	.	6%	-12	109	12	109
CCCCCCOC(=O)c1ccccc1N	-12%	4	95	91	-4%	.	.	.	.
CCOC(=O)c1c(C)c(C(=O)N2CCC3(CC2)OCCO3)c(C)n1CC	-42%	17	107	89	-1%	.	.	.	.
Cc1ccc(-n2nc(C)c(C3C(C#N)=C(N)Oc4c3c(=O)oc3ccccc43)c2Cl)cc1 (configuration not stated)	-35%	.	.	.	3%	5	117	-5	117
COC(=O)CC1NC2CCCCC2NC1=O (configuration not stated)	-26%	-1	93	94	-8%	1	166	-1	166
COC(=O)C1C2c3ccccc3OC1(C)N=c1s/c(=C/c3cn(C)nc3C)c(=O)n12 (configuration not stated)	-23%	9	97	89	4%	-2	76	3	76
CCCCn1c(O)c(C(C)=NC(C)c2ccccc2)c(=O)[nH]c1=O (configuration not stated)	0%	-24	28	52	-10%	3	72	-3	72
C=CCC1(CN2CCCC2=O)C(=O)NC(=O)NC1=O	-7%	5	98	93	7%	-14	160	14	160
Cn1c(O)c(/C=N/c2ncccn2)c(=O)n(C)c1=O	14%	.	.	.	-2%	7	142	-7	142
COc1ccc(C2SCC(=O)Nc3c2c(C)nn3C2CCOC(C)(C)C2)cc1OC (configuration not stated)	-30%	19	94	74	-2%	-6	50	6	50
CCCCn1c(O)c(C=NC2CC3CCC2(C)C3(C)C)c(=O)[nH]c1=O (configuration not stated)	-4%	-25	15	40	2%	-7	78	7	78
CN1CCN(Cc2ccccc2C(F)(F)F)CC1	12%	-4	92	96	2%	.	.	.	.
COCCNC(=O)c1c(N)n(Cc2ccco2)c2nc3ccccc3nc12	-43%	-25	50	76	11%	-2	157	2	157
CCN1CCN(Cc2cc(Br)cc(OC)c2O)CC1	-7%	1	85	83	4%	-5	109	5	109
CCCN1CCC2(CC1)NC(CO)(CO)CO2	.	.	.	.	.	-21	137	21	137
O=C(Nc1ccc(Cl)cc1C(=O)c1ccccc1Cl)c1ccco1	-18%	.	.	.	-7%	2	151	-2	151
CCN1CCN(Cc2cc(OC)c(OC)cc2[N+](=O)[O-])CC1	-7%	.	.	.	3%	-5	142	5	142
CN(C)C(=O)Oc1cccc(NC(=O)N2CCOCC2)c1	.	-3	96	99	.	4	150	-4	150
CCOC(=O)CCN=Cc1c(O)n(-c2ccc(Br)cc2)c(=O)[nH]c1=O	-10%	8	92	84	-1%	-6	85	6	85

Two neighbouring records from above, for reference:
SMILES	PLAP inhibition	MRP resist rev	MRP resist rev cytotoxicity	MRP resist rev with doxorubicin	Bcl-B TR3 displacers	IL1B NFkB inh	IL1B NFkB inh cell count 2 µM	IL1B NFkB pot	IL1B NFkB pot cell count 2 µM
COc1ccc(C2SCC(=O)Nc3c2c(C)nn3C2CCOC(C)(C)C2)cc1OC (configuration not stated)	-30%	19	94	74	-2%	-6	50	6	50
CCCCn1c(O)c(C=NC2CC3CCC2(C)C3(C)C)c(=O)[nH]c1=O (configuration not stated)	-4%	-25	15	40	2%	-7	78	7	78

Following part
SMILES	PLAP inhibition	MRP resist rev	MRP resist rev cytotoxicity	MRP resist rev with doxorubicin	Bcl-B TR3 displacers	IL1B NFkB inh	IL1B NFkB inh cell count 2 µM	IL1B NFkB pot	IL1B NFkB pot cell count 2 µM
CC(C)c1ccc(N2C(=O)NC(=O)/C(=C\c3cnc(-c4ccccc4)nc3)C2=O)cc1	-9%	.	.	.	-3%	2	122	-1	122
CCCCn1c(O)c(C(CC)=NC(C)c2ccccc2)c(=O)[nH]c1=O (configuration not stated)	-24%	-72	17	88	10%	19	213	-19	213
CC(=O)NC(Cc1ccc(N(CCCl)CCCl)cc1)C(=O)O (configuration not stated)	.	5	94	89	.	15	93	-15	93
CCC(NC(=O)OC(C)(C)C)C(=O)Oc1cc(C)cc2oc(=O)c3c(c12)CCC3 (configuration not stated)	7%	6	80	74	-15%	-7	153	7	153
COc1ccc(CC(=O)N2CCN(C)CC2)cc1OC	2%	-6	90	96	12%	-6	175	6	175
Cc1ccc(CN2CCN(C)CC2)c(C)c1	11%	-7	99	106	-13%	.	.	.	.
Cc1cc(C)nc(/N=C(\N)c2c(O)[nH]c(=O)[nH]c2=O)n1	11%	.	.	.	16%	-6	124	6	124
CCCCN1C(=O)/C(=C/c2ccc(N(C)C)cc2)C(=O)N(Cc2ccco2)C1=O	-19%	.	.	.	-17%	-3	157	3	157
COc1ccc(-n2c(C)nc3cc(C(=O)N4CCC5(CC4)OCCO5)ccc32)cc1	-65%	-31	29	60	-1%	.	.	.	.
C=CCn1c(O)c(C(CC)=NCc2cc(OC)cc(OC)c2)c(=O)[nH]c1=O	-26%	.	.	.	1%	24	153	-24	153
O=C1NC(=O)C2(Cc3ccccc3N3CCCC32)C(=O)N1Cc1ccccc1 (configuration not stated)	-43%	17	93	77	0%	.	.	.	.
c1ccc(CNCCc2ccc3c(c2)OCO3)nc1	.	-1	97	98	.	-4	85	4	85
Clc1ccc2c(c1)C(c1ccccc1Cl)=NCc1nnc(Br)n1-2	.	-10	70	80	.	-34	126	35	126
CCOC(=O)c1ccc(NC(=O)c2c(O)[nH]c(=O)[nH]c2=O)cc1	-11%	0	96	96	80%	3	74	-3	74
CCC(=O)Nc1cc(C(=O)N2CCC3(CC2)OCCO3)ccc1S(=O)(=O)c1ccc(C)cc1	-38%	30	101	71	-14%	-8	175	8	175
CCOc1ccc(-n2c(O)c(C=Nc3ccc(N(CC)CC)cc3)c(=O)[nH]c2=O)cc1	-3%	-1	54	56	1%	13	137	-13	137
O=C(CN1CCOCC1)NCC(=O)Nc1ccc(Br)cc1C(=O)c1ccccc1	-44%	5	104	99	0%	-7	148	7	148
Oc1ccc(/C=N/NP(=S)(c2ccccc2)c2ccccc2)cc1O	40%	.	.	.	12%	4	131	-4	131
C=CCn1c(O)c(C(C)=NCCO)c(=O)[nH]c1=O	3%	.	.	.	9%	-6	142	6	142
Cn1cc(CCC(=O)N2CCC3(CC2)OCCO3)c2ccccc21	-5%	10	106	96	-12%	3	121	-3	121

3 compounds drawn at random from those above:
SMILES	PLAP inhibition	MRP resist rev	MRP resist rev cytotoxicity	MRP resist rev with doxorubicin	Bcl-B TR3 displacers	IL1B NFkB inh	IL1B NFkB inh cell count 2 µM	IL1B NFkB pot	IL1B NFkB pot cell count 2 µM
CCOC(C(=O)OCCCN(CC)CC)(c1ccccc1)c1ccccc1	-31%	22	92	70	10%	1	183	-1	183
O=C(Nc1ccc(Cl)cc1C(=O)c1ccccc1Cl)c1ccco1	-18%	.	.	.	-7%	2	151	-2	151
CC(=O)c1ccc2c(c1)C1C(Cl)C(Sc3ccccc3[N+](=O)[O-])CC1C(c1ccccc1[N+](=O)[O-])N2 (configuration not stated)	.	-5	70	75	.	-58	127	?	.

The list continues:
SMILES	PLAP inhibition	MRP resist rev	MRP resist rev cytotoxicity	MRP resist rev with doxorubicin	Bcl-B TR3 displacers	IL1B NFkB inh	IL1B NFkB inh cell count 2 µM	IL1B NFkB pot	IL1B NFkB pot cell count 2 µM
COC(=O)C1=C(N)OC(C)=C(C(C)=O)C12C(=O)N(C)c1ccccc12 (configuration not stated)	-17%	-25	78	103	16%	.	.	.	.
CCN1CCN(C(=O)Cc2coc3cc(C)cc(C)c23)CC1	-9%	2	90	88	-4%	-7	117	7	117
CCN(N=Nc1nonc1OC)c1nonc1OC	.	9	96	86	.	-8	126	8	126
CCOC(=O)c1c(C)c(P(=S)(N2CCOCC2)N2CCOCC2)n(C)c1C	-62%	-13	65	78	-1%	-3	73	3	73
